ERK EGF block: inhibitors of EGF-stimulated ERK signaling pathway; HEK293-V1b, EGF-stimulated phospho-ERK AlphaScreen; Potency, µM (highest dose often 11.5 µM), inactives show at the highest dose activity change, negative = inhibition, hits mostly inhibitors; 0.41% of 130,000 active; active means well fitted inhibition curve with a large enough effect; inconclusive means small, poorly fitted or top-dose-only effect, or effect the other way;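 further: plate controls were stimulated vehicle wells for no effect and unstimulated vehicle basal for full effect; nearly all actives have a fitted effect of over 55% in size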
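HEK293 cells stably expressing V1b receptor, serum-reduced (1% FBS) overnight, got compound for 30 min at 37C, then 25 nM EGF for 5 min. Lysate phospho-ERK read by AlphaScreen SureFire; AC50 from Hill fits.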
* marks the source's active call; other numbers are inactive results; ? = inconclusive; & = joins results of further samples; [ ] = another dose, or the depositor's remark. Potency means the concentration at half of the fitted maximal effect.

SMILES	ERK EGF block
COc1ccc(C2c3[nH]c4ccccc4c3CCN2C(=O)c2ccc(=O)n(C)n2)c(F)c1 (configuration not stated)	-29%
O=[N+]([O-])c1ccc(CN2CCN(Cc3c[nH]c4ccccc34)CC2)cc1	0%
CCOC(=O)C(=O)NC(C)c1ccccc1 (configuration not stated)	2%
N=c1n(CCCOc2ccccc2Cl)c2ccccc2n1CC(N)=O	4%[57.5 µM]
COC(=O)/C=C1\NCCNC1=O	-10%[57.5 µM]
CN(C)CCSc1nc(N)c2c3c(sc2n1)COC(C)(C)C3	-1%
CCOc1ccc(S(=O)(=O)N(C)c2ccc(OCC(=O)NCc3cccnc3)cc2)cc1	-7%
CCCCN1C(=O)Nc2ccccc2S1(=O)=O	13%
O=C(NCC1CCCO1)c1ccc(Cn2c(=S)[nH]c3ccccc3c2=O)cc1 (configuration not stated)	-1%
COc1ccc(Cn2c(=O)[nH]c3cc(C(=O)NC4CCCC4)ccc3c2=O)cc1	-13%
COc1ccccc1N1CCN(C(=O)CSc2nnc(NC(=O)C(C)C)s2)CC1	0%
CCCn1c(SCCC(=O)O)nc2ccccc21	10%
COc1cc(Cl)c(C)cc1NC(=O)CN(C)Cc1cccc(OC)c1OC	-1%
COCCN(C(=O)CSc1nc2nc(C)cc(C)n2n1)c1c(N)n(Cc2ccccc2)c(=O)[nH]c1=O	4%
CCC(C)NC(=O)c1ccc(C2SCC(=O)N2Cc2ccccc2)cc1 (configuration not stated)	2%
C/C=C(\C)C(=O)N1CC2(CC(c3cccc(NC(=O)CCCCC)c3)=NO2)C[C@@H]1C(N)=O (some centres not stated)	0%[57.5 µM]
Cc1ccc(C2OC34CCCCCC3C(C#N)(C(=N)O4)C2(C#N)C#N)cc1 (configuration not stated)	1%
COC(=O)c1cc2c(ccn2-c2ccc(F)cc2)n1Cc1ccc(OC(C)=O)cc1	22%
CC1(C)CC(=O)C(C(C2=C(O)CC(C)(C)CC2=O)c2ccc(Br)s2)C(=O)C1 (configuration not stated)	?
Cc1cnc(C(=O)OCC(=O)Nc2ccc(C)c(S(=O)(=O)N3CCCCC3)c2)cn1	-2%
CCOC(=O)CC(=O)CSc1nc(CC)c(C)cc1C#N	3%[57.5 µM]
COc1cccc(CN(C)C(=O)c2cc(COc3c(F)cccc3F)on2)c1	0%
COc1cc(NC(=O)CN2C(=O)CN(C)C2=O)c(C)cc1[N+](=O)[O-]	-5%
NC(=O)[C@@H]1CC2(CC(c3cccc(NC(=O)CC(c4ccccc4)c4ccccc4)c3)=NO2)CN1C(=O)c1ccc(Cl)cc1 (some centres not stated)	14%[57.5 µM]
CCc1nnc(NC(=O)CCC(=O)NCCc2ccc(OC)c(OC)c2)s1	4%
S=c1[nH]nc(CNc2cccc(Cl)c2)o1	-6%
CC(=O)c1c(C)[nH]c(C(=O)N(CCc2ccccc2)Cc2ccccc2)c1C	-8%[57.5 µM]
CSCC[C@H](NC(=O)OC(C)(C)C)C(=O)N/N=C/c1cccc2nccnc12	-9%[57.5 µM]
O=C(O)C1=C[C@@H](c2coc3ccccc3c2=O)C[C@@H](OCCCCO)O1	3%[57.5 µM]
Nc1c(C(=O)NCCC2=CCCCC2)sc2ccc(S(=O)(=O)N3CCCCC3)cc12	12%

7 entries already listed, arranged by SMILES length, smallest number first:
SMILES	ERK EGF block
S=c1[nH]nc(CNc2cccc(Cl)c2)o1	-6%
CCOC(=O)CC(=O)CSc1nc(CC)c(C)cc1C#N	3%[57.5 µM]
CCc1nnc(NC(=O)CCC(=O)NCCc2ccc(OC)c(OC)c2)s1	4%
CC(=O)c1c(C)[nH]c(C(=O)N(CCc2ccccc2)Cc2ccccc2)c1C	-8%[57.5 µM]
COc1cc(NC(=O)CN2C(=O)CN(C)C2=O)c(C)cc1[N+](=O)[O-]	-5%
CSCC[C@H](NC(=O)OC(C)(C)C)C(=O)N/N=C/c1cccc2nccnc12	-9%[57.5 µM]
NC(=O)[C@@H]1CC2(CC(c3cccc(NC(=O)CC(c4ccccc4)c4ccccc4)c3)=NO2)CN1C(=O)c1ccc(Cl)cc1 (some centres not stated)	14%[57.5 µM]

The results go on:
SMILES	ERK EGF block
C[C@@H]1c2ccccc2CN1CC1=NCCN1	-1%
O=C(NNc1ccc(Cl)nn1)c1ccc(Cl)cc1	0%
O=C1CCCC(O)=C1C1C2=C(CCCC2=O)OC2=C1C(=O)CCC2	10%
O=C(Nc1ccc(Cl)cc1)Nc1cccc(C(=O)O)c1	-13%
O=C(Nc1ccon1)C1CCN(S(=O)(=O)c2cccs2)CC1	-1%
Cc1cnc(CNc2ncncc2-c2ccccc2C(F)(F)F)cn1	13%
CC(C)CCCCCCNC(=S)Nc1ccc(S(=O)(=O)N2CCOCC2)cc1	-2%
CCCCCCCCCOC1OC(CO)C(O)C(O)C1NC(C)=O (configuration not stated)	?
CCOC(=O)C1CCN(C(=O)/C(C)=C\c2ccccc2)CC1	4%
O=C(Cc1ccc(-n2c(=O)c3ccccc3n(Cc3ccccc3F)c2=O)cc1)NCC1CCCO1 (configuration not stated)	0%
CC1CCC2C(C1)Nc1c(C(=O)O)cccc1C2(C)C (configuration not stated)	-3%
O=C(CP(=O)(c1ccccc1)c1ccccc1)Nc1nc2ccccc2s1	8%[57.5 µM]
COc1cccc(-c2noc(-c3ccc(Cl)nc3)n2)c1	-7%
CC(C)(C)C(=O)Cn1nc(Cl)nc1Cl	3%
O=C(NC1CC1)C1=C[C@H](c2csc3ccccc23)C[C@H](OCCCCO)O1	4%[57.5 µM]
CC1=CCC(C(=O)O)(C(=O)N/N=C/c2cccnc2)C(c2ccccc2)C1 (configuration not stated)	3%
O=C1CCCS(=O)(=O)c2ccccc21	-8%
Cc1cc(SCC(=O)c2cccs2)n2nc(C)c(-c3ccc(Cl)cc3)c2n1	4%
CC1(C)OC(=O)C(=CNC(CO)C(=O)O)C(=O)O1 (configuration not stated)	-5%
O=C(Nc1cccc(F)c1)c1ccco1	12%
Cc1c(Cl)cccc1NC(=S)N1CCCN(Cc2ccccc2F)C1	-2%
COc1ccccc1CN1C[C@@H]2C[C@@H](c3[nH]c4ccc(C)cc4c3C)N3CCC[C@@]23C1=O	1%
COc1ccc(C)c2sc(N(CCCN(C)C)C(=O)c3ccc(S(=O)(=O)N(C)C)cc3)nc12	-2%
COc1ccc(N2C(=O)CC(N3CCN(Cc4ccc5c(c4)OCO5)CC3)C2=O)cc1 (configuration not stated)	-4%
CCOc1ccc2nc(COC(=O)c3cccs3)c(C(C)=O)[n+]([O-])c2c1	-5%[57.5 µM]
FC(F)(F)c1ccccc1NC(=S)N1CCCC1	-10%[57.5 µM]
Cc1c(NS(=O)(=O)c2ccc(NCCN3CCOCC3)c([N+](=O)[O-])c2)c(=O)n(-c2ccccc2)n1C	-10%
CC(C)NC(=O)N1CCCC2(CCN(C(=O)c3ccco3)CC2)C1	7%
CCOC(=O)C(NCCc1ccccc1)(NC(=O)CC)C(F)(F)F (configuration not stated)	-1%
O=S(=O)(Nc1ncccn1)c1ccc(NC(=S)NCCc2ccccc2)cc1	8%
CC(C)(C)C(=O)Nc1nnc(-c2ccccc2)c(-c2ccccc2)n1	4%[57.5 µM]
O=C(O)c1ccccc1N/N=C/c1cc(Br)cc(Br)c1O	1%[57.5 µM]
CCOC(=O)COc1ccc(S(=O)(=O)NCC2CCCO2)cc1 (configuration not stated)	-11%
CC(=O)c1cc2c(cc1NC(=O)c1cc(C)nn1-c1ccccc1)OCO2	12%
O=C(NC1CC(=O)c2sccc21)c1cccc(C(F)(F)F)c1 (configuration not stated)	-3%
NC(=O)C1=C[C@@H](c2ccccc2)C[C@@H](OCc2ccc(CO)cc2)O1	-1%[57.5 µM]
O=C(N/N=C/c1cccs1)/C(=C/c1ccccc1)NC(=O)c1ccccc1	-8%
CC(=O)c1ccc(N(C(=O)Cn2nnc3ccccc32)C(C(=O)NC2CCCCC2)c2cn(C)nc2C)cc1 (configuration not stated)	-1%
CC(=O)NC(NC(=S)Nc1cccc(Br)c1)C(Cl)(Cl)Cl (configuration not stated)	-1%[57.5 µM]
CN(C)Cc1ccccc1-c1cncnc1Nc1ccc(F)cc1	12%
COc1ccc([N+](=O)[O-])cc1Nc1ncnc2ccccc12	-3%
O=C(NC(=S)NC(c1ccccc1)c1ccncc1)c1ccccc1 (configuration not stated)	7%
CCOC(=O)c1cc2c(ccn2-c2ccc(F)cc2)n1CC(=O)NC(C)(C)C	2%
Cc1ccc2c(CC(=O)Nc3cccc(S(=O)(=O)N4CCOCC4)c3)coc2c1	6%
CCOC(=O)C1(CC2CCCCO2)CCN(C2CCSCC2)CC1 (configuration not stated)	-3%[57.5 µM]
N#C/C(=C/c1ccc(N2CCOCC2)o1)C(=O)N1CCOCC1	11%
C=CCn1c(-c2c(C)nc3cc(C)ccn23)n[nH]c1=S	2%
N#CCC(=O)N/N=C/c1cn(Cc2cccc3ccccc23)c2ccccc12	-1%[57.5 µM]
O=C(COC(=O)c1cccc(S(=O)(=O)NCc2ccccc2)c1)c1ccc2c(c1)OCCO2	-3%
CC1Cc2ccccc2N1C(=O)CSc1nc(-c2ccccc2)cs1 (configuration not stated)	3%

Some values from the entries so far:
Entry for `COc1ccc([N+](=O)[O-])cc1Nc1ncnc2ccccc12` in ERK EGF block: -3%
Entry for `C=CCn1c(-c2c(C)nc3cc(C)ccn23)n[nH]c1=S` in ERK EGF block: 2%

Continued.
SMILES	ERK EGF block
CCCCCCCCOC(=O)c1c(CSC(=N)N)n(C)c2cc(Br)c(OC(C)=O)cc12	?
Cc1cc(=O)c2c(C)ccc(C)c2[nH]1	7%[57.5 µM]
O=C(COc1ccccc1[N+](=O)[O-])NNC(=O)Nc1cccc2ccccc12	-2%
CCCCC[C@H](O)/C=C/[C@@H]1[C@@H](C/C=C\CCCC(=O)OC)[C@@H](O)C[C@H]1O	-15%[57.5 µM]
Cc1cccn2c(=O)c(/C=C(\C#N)S(=O)(=O)c3ccccc3)c(N3CCCCC3)nc12	4%[57.5 µM]
CC1CCN(c2nc3c(c(=O)[nH]c(=O)n3C)n2CC(C)CSc2nnnn2-c2ccccc2)CC1 (configuration not stated)	-1%
COC/C=C/C1=CC2=CC(=O)C(C)(OC(=O)c3cnc4ccccc4n3)C(=O)C2=CN1Cc1ccccc1 (configuration not stated)	-3%[57.5 µM]
CC1CCC2(CC1)NC(CO)(CO)CO2 (configuration not stated)	4%
C=C1CCC2[C@](C)(CO)[C@H](O)CC[C@@]2(C)[C@@H]1C/C=C1/C(=O)OC[C@H]1O (some centres not stated)	-16%
Cn1c(=O)oc2cc(S(=O)(=O)N3CCN(c4ccccn4)CC3)ccc21	9%
COc1ccc(CN(C)CC(=O)Nc2ccc(Cl)cc2C(F)(F)F)c(OC)c1	-9%
Cc1cc(C(=O)CCl)c(C)n1CCc1ccc(Cl)cc1	-6%
CCOCc1cc(=O)[nH]c(SC)n1	-1%[57.5 µM]
Cc1cc2nccc(-c3ccco3)n2n1	9%
Cc1ccc(-c2nnc(Cc3ccc([N+](=O)[O-])cc3)o2)cc1	4%
CCC(C)[C@H](N)c1cn([C@@H](Cc2cc3ccccc3[nH]2)C(=O)N2CCNCC2)nn1 (some centres not stated)	1%[57.5 µM]
CC(C)NC(=O)C12CC3CC(C1)CC(C(=O)NC(C)C)(C3)C2	4%
Fc1ccc(-n2cc(CNCCc3cccnc3)c(-c3ccccc3Cl)n2)cc1	6%
CCOc1ccccc1CNCc1ccc(C(=O)O)cc1	-2%
Cc1ccc(N(Cc2cc3ccc(C)cc3[nH]c2=O)C(=O)c2ccco2)c(C)c1	-5%[57.5 µM]
CCn1ncc([N+](=O)[O-])c1C(=O)Nc1cc(C)on1	6%
CCN1C(=O)C(CC(=O)Nc2ccc(OC)cc2)N(Cc2ccc(OC)c(OC)c2)C1=S (configuration not stated)	-4%[57.5 µM]
O=[N+]([O-])c1cccc2c(Br)[nH]nc12	-10%&9%&-2%
O=C(CNC(=O)c1ccncc1)N/N=C/c1cc(Br)ccc1O	-8%
COc1ccc(CCCc2n[nH]c(=S)o2)c(C)c1	-11%
CN(C)CCCNC(NC(=O)/C=C/c1ccccc1)C(Cl)(Cl)Cl (configuration not stated)	7%[57.5 µM]
O=C(CN1CCCC1)Nc1cc(C(F)(F)F)cc(C(F)(F)F)c1	-9%[57.5 µM]
COC(=O)COc1ccc(S(=O)(=O)N2CCN(c3ccc(OC)cc3)CC2)cc1	1%
COc1cc(C(=O)N/N=C/c2ccc(OC)c(CN3CCN(c4ccc(F)cc4)CC3)c2)ccc1O	-5%
Cc1ccccc1C(=O)Nc1nnc(-c2ccncc2)o1	-7%
CCOC(=O)c1[nH]ncc1CN1CCCC(C(=O)c2ccc(SC)cc2)C1 (configuration not stated)	14%
CCn1c(SCc2nc(-c3ccccc3)no2)nnc1-c1ccco1	-3%
Cc1cccn2c(NC(=O)c3cccs3)c(-c3ccccc3)nc12	-2%
O=C(CN1C(=O)S/C(=C\C=C\c2ccccc2)C1=O)Nc1ccc(C(=O)O)cc1	1%[57.5 µM]
COC(=O)c1cccc(NC(=O)CCc2ccccc2)c1	-13%
COc1ccc([N+](=O)[O-])cc1NC(=O)CSc1nccc(C)n1	0%
O=[N+]([O-])c1nn(-c2ccc(Cl)cc2)n(O)c1=NCc1ccncc1	10%

An excerpt (hit frequency here may not be typical).
